# High-throughput results: PubChem BioAssay, National Center for Advancing Translational Sciences (NCATS)
# KB-3-1 tox – qHTS assay for MDR1-selective chemotherapeutics: Primary screen using the parental adenocarcinoma cell KB-3-1; hit rate 1.4% among 400,000; Potency, µM (series often up to 46.1 µM), for the others: at the top dose activity change, negative = cytotoxic, actives largely listed as cytotoxic; AID 1347075, 2019; KB-3-1 viability, CellTiter-Glo ATP luminescence, 72 h; further: potency means the concentration at half of the fitted maximal effect; on the % scale 0 is the no-effect control and ±100 the full control effect; nearly all actives have a fitted effect of over 60% in size
#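 Here the drug-naive KB-3-1 line serves as comparator for MDR sub-line selectivity; cells received compound titrations, 72 h at 37 °C, then CellTiter-Glo readout.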
# SW480 rereplic – A quantitative high throughput screen for small molecules that induce DNA re-replication in SW480 colon adenocarcinoma cells | SW480 DNA re-replication, Hoechst DNA content imaging, 48 h | Potency, µM (top dose mostly 46.1 µM), inactives show at the top dose re-replication activation, most hits filed as activators | hit rate 1.8% among 340,000; further: potency means the concentration at half of the fitted maximal effect; % of control where 0% means no effect; nearly all actives have a fitted effect of over 55% in size
#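 Image-based DNA-content assay: after two days of treatment, nuclei were labelled with the DNA dye Hoechst and imaged, and hits were compounds raising the count of nuclei showing high fluorescence intensity.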
# S2 tox – Viability Counterscreen for Primary qHTS for Inhibitors of ATXN expression; S2 cells (HEK-293 line with an ATXN2-luciferase reporter) viability, CellTiter-Fluor protease fluorescence, 24 h; Potency, µM (titrated, usually from 56.7 µM), most hits filed as cytotoxic; hit rate 0.49% among 400,000; AID 651635, 2014; further: potency means the concentration at half of the fitted maximal effect; nearly all actives have a fitted effect of over 40% in size
# MCF10A rerep – A quantitative high throughput screen for small molecules that induce DNA re-replication in MCF 10a normal breast cells; Potency, µM (doses to about 46.1 µM), without a hit: at the highest dose activity, positive = re-replication, actives largely listed as activators; MCF 10A DNA re-replication, Hoechst nuclear intensity, 48 h; hit rate 2.9% among 350,000; AID 624296, 2012; further: potency means the concentration at half of the fitted maximal effect; % of control where 0% means no effect; nearly all actives have a fitted effect of over 50% in size
# HT1080-NT tox – qHTS for induction of synthetic lethality in tumor cells producing 2HG: qHTS for the HT-1080-NT fibrosarcoma cell line | HT-1080-NT fibrosarcoma viability, CellTiter-Glo ATP luminescence, 48 h | Potency, µM (highest dose often 46.1 µM), inactives show at the highest dose activity, negative = less viability, usual class: cytotoxic | hit rate 1.6% among 360,000 | AID 686970, 2013;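 further: NT is the 2HG producing partner of a matched IDH1 knockdown line; potency means the concentration at half of the fitted maximal effect; 0% = DMSO-treated cells and -100% = media-only wells without cells; nearly all actives have a fitted effect of over 55% in size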
#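 Viability of the 2HG-overproducing fibrosarcoma line after 48 hours of compound exposure at 37 degrees C was determined by luminescence with CellTiter-Glo, and concentration-effect curves were then fitted and categorized.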
# HepG2 viability – qHTS for Inhibitors of TGF-b: Cytotox Counterscreen; HepG2 CAGA-GFP viability, ATP luminescence, 18 h; hit rate 0.76% among 410,000; Potency, µM (titrated, usually from 46.1 µM), for inactives: at the highest dose activity change, negative = cytotoxicity, actives largely listed as cytotoxic; further: potency means the concentration at half of the fitted maximal effect; some results filed as inactive show a strong effect at the top dose
#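 HepG2 CAGA-GFP cells (1000/well, DMEM with 1% FBS) received compound, then TGF-beta at 500 pg/mL final, and were incubated 18 hours at 37 degrees C. Viability was read by CellTiter-Glo luminescence. Media-only wells were set as complete cell-killing and DMSO as no toxicity.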
# ATXN2 expr inh – Primary qHTS for Inhibitors of ATXN expression. HEK-293 ATXN2-luciferase reporter, luminescence, 24 h. Potency, µM (titrated, usually from 57 µM), without a hit: top-dose activity change, negative = inhibition, hits mostly inhibitors. hit rate 0.72% among 360,000. AID 1745845, 2022; further: potency means the concentration at half of the fitted maximal effect; on the % scale 0 is the no-effect control and ±100 the full control effect; nearly all actives have a fitted effect of over 55% in size
#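 ATXN2-luciferase reporter cells (luciferase flanked by upstream and downstream ATXN2 gene portions) were treated 24 h at 37 °C with compounds at up to 57 uM. SteadyGlo luminescence gave expression; GF-AFC fluorescence gave viability.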
# HT1080 IDH1KD tx – qHTS for induction of synthetic lethality in tumor cells producing 2HG: qHTS for the HT-1080-IDH1KD cell line. HT-1080 IDH1 knockdown viability, ATP luminescence, 48 h. Potency, µM (top dose mostly 46.1 µM), for the others: top-dose activity, negative = toxicity, hits mostly cytotoxic. hit rate 2% among 360,000;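 further: potency means the concentration at half of the fitted maximal effect; 0% = DMSO wells and -100% = cell-free medium wells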
#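 Knockdown cells (IDH1KD HT-1080) received compounds 2 h after plating at 750 cells/well and were kept 48 h at 37 °C in 5% FBS RPMI. A CellTiter-Glo luminescence read gave % activity for curve fitting.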
# IL1B secr inh – qHTS for Inhibitors of Inflammasome Signaling: IL-1-beta AlphaLISA Primary Screen; activity change, % at 57.5 µM; THP-1 LPS/ATP IL-1B secretion, AlphaLISA, 16 h; hits give low values; hit rate 4.7% among 360,000; in the data active means activity change below about -50%; inconclusive means mostly about -30% to -49%; further: on the % scale 0 is the no-effect control and ±100 the full control effect
#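 Secreted IL-1B measured by AlphaLISA bead assay after 16 h compound exposure of THP-1 cells; compounds (final up to 57.5 uM) added 1 h before LPS (250 ng/mL) and ATP (1.25 mM) stimulation; lower signal means less secretion.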
# The depositor's hits bear a star; i = inactive; ? = inconclusive; . = no result given; [ ] = remark or other dose. Unless noted, the call rests on the fitted dose curve; in most records, active means well fitted curve in the direction sought with a large enough effect; inconclusive means small, poorly fitted or top-dose-only effect, or another doubt; inactive means no such curve, though single readings can be large; an effect the other way counts as inactive or inconclusive.
SMILES,KB-3-1 tox,SW480 rereplic,S2 tox,MCF10A rerep,HT1080-NT tox,HepG2 viability,ATXN2 expr inh,HT1080 IDH1KD tx,IL1B secr inh
Cc1cc(S(=O)(=O)N2CCCCC2CCNC(=O)C(=O)NC2CC2)ccc1F (stereo unspecified),0.0%,4.1%,?,2.9%,8.5%,4.2%,-4.4%,0.8%,2.6
N#CC1=C(N)N2C(=C(C#N)C1c1cccc(Br)c1)Nc1ccccc12 (stereo unspecified),?,14.6µM*,.,20.6µM*,?,-50.2%,?,?,-118.6*
Cc1ccc(CN(C)CC(=O)Nc2ccccc2C(=O)NC2CC2)o1,4.8%,9.4%,i,0.7%,-0.8%,0.0%,-5.8%,-2.6%,-12.6
CC(C)CNC(=O)C(=O)NCC1CCCN1S(=O)(=O)c1cccs1 (stereo unspecified),21.4%,-2.1%,i,1.8%,4.0%,-0.4%,2.1%,3.4%,20.7
CCCCCCC(=O)O,0.0%,2.4%,i,4.5%,2.1%,5.4%,0.4%,4.3%,-11.1
COc1ccc(C2C(C(=O)c3ccco3)=C(O)C(=O)N2CCCn2ccnc2)c(OC)c1 (stereo unspecified),6.9%,-4.7%,i,-5.2%,3.5%,-1.5%,11.4%,-0.5%,-21.3
C=CCn1cnc2scc(-c3ccccc3)c2c1=O,21.5%,8.0%[9.22 µM],i,0.8%,-16.9%,-25.2%,-1.2%,-0.2%,-7.8
CSc1ccccc1NC(=O)CN1CCN(S(=O)(=O)c2ccccc2[N+](=O)[O-])CC1,-22.2%,-6.6%,?,21.5%,3.3%,-18.1%,-7.4%,-1.4%,-13.2
O=C1c2ccccc2NC(c2ccccc2F)N1NS(=O)(=O)c1ccccc1 (stereo unspecified),-3.0%,-0.6%,i,-1.4%,-1.3%,2.4%,-9.0%,-5.0%,-4.2
Cc1ccc(NC(=O)COC(=O)c2ccc(Cl)cc2)cc1S(=O)(=O)N(C)C,-0.6%,-48.0%[inhibitor],i,1.9%,5.7%,-9.4%,.,2.7%,-4.5
CCc1nnc(NS(=O)(=O)c2ccc(NC(=O)CCC(=O)O)cc2)s1,0.9%,-30.8%[inhibitor],i,-15.8%,-4.9%,0.6%,-11.9%,1.3%,0.3
Cc1cccc(C)c1NC(=O)C1(C)CN(S(C)(=O)=O)CC(=O)N1CCCn1ccnc1 (stereo unspecified),8.5%,.,.,.,-0.4%,.,.,8.1%,22.4
COc1ccc(C2c3c(oc4ccccc4c3=O)C(=O)N2CC2CCCO2)cc1 (stereo unspecified),-9.3%,?,i,1.2%,5.6%,-12.5%,-1.0%,9.1%,-1.2
COc1ccccc1N(CC(=O)NCc1ccco1)C(=O)CCC(=O)Nc1ccccn1,-12.9%,1.5%,i,0.0%,5.8%,1.3%,-2.6%,26.8%,9.9
Cc1ccc(OCCn2c(=O)n(C)c3ccccc32)cc1,-3.7%,-19.2%,i,?,1.3%,5.0%,69.5%[activator],-22.7%,2.8
CCOc1cc(C)ccc1OCc1nnc(SCC(=O)Nc2cccc(C(=O)O)c2)n1-c1ccccc1,1.7%,?,i,0.7%,9.0%,2.2%,-24.4%,5.3%,15.0
Cc1ccc2c(c1)C(=O)C(=O)N2Cc1ccccc1,?,?,?,?,-12.1%,-13.4%,-0.8%,10.9%,46.9
Nc1nc(N)c(N=Nc2ccc(Cl)cc2)c(=O)[nH]1,-3.9%,9.6%,i,27.3%,0.7%,-14.4%,39.4%[activator],4.9%,-9.3
COc1ccc(NC(=O)c2ccc(-c3ccc(C(C)=O)cc3)o2)cn1,-5.6%,6.9%,i,?,-4.0%,2.4%,.,16.5%,-4.6
COc1ccc2c(c1)c1c(c(=O)n(-c3ccc(F)c(Cl)c3)c(=O)n1CC(=O)N1CCCC1)n2C,4.9%,.,?,.,.,13.1%,-3.2%,.,.
CCN(CC)S(=O)(=O)c1cc(C(=O)NCCN2CCOCC2)ccc1Cl,7.1%,-0.1%,i,5.3%,3.8%,-7.0%,-2.4%,-5.9%,18.7
Cc1ccc(N2C(=O)N(CC(=O)Nc3c(C)cc(C)cc3Cl)C(=O)C2C)cc1 (stereo unspecified),-11.3%,-18.1%,i,?,1.1%,-18.9%,3.3%,-5.1%,-12.9
Cc1ccc(CNC(=O)C2CCCN(S(=O)(=O)c3cccnc3)C2)cc1 (stereo unspecified),1.6%,-7.2%,?,-3.9%,-0.3%,-10.0%,2.9%,0.4%,8.0
Cc1c2ccccc2cc(Cc2ccccc2)[n+]1C,14.6µM*,-5.2%,i,-21.5%,-0.2%,-0.3%,.,20.6µM*,18.1
Cc1cc(=O)oc2cc(NC(=O)c3cc([N+](=O)[O-])ccc3N3CCOCC3)ccc12,14.4%,-0.2%,i,-5.7%,12.0%,-28.7%,-19.5%,5.6%,-21.7
O=C1C2C3CCC(O3)C2C(=O)N1c1cccc(O)c1 (stereo unspecified),-11.9%,?,?,-3.0%,-5.8%,-28.3%,210.6%[activator],-9.7%,-2.6
COc1ccc(S(=O)(=O)N2CCOCC2)cc1C(=O)NCC(c1ccccc1)c1ccccc1,-9.1%,-3.6%,?,?,1.6%,-4.9%,7.2%,2.9%,-6.3
CCOc1ccc(OCCSc2nnnn2-c2ccccc2)cc1,4.4%,-0.7%,i,21.4%,13.7%,-28.0%,8.0%,1.7%,14.0
CCS(=O)(=O)Nc1cc2c3c(c1)CCC(=O)N3CCC2,?,-5.8%,.,-18.7%,-2.7%,-2.8%,.,-5.3%,7.0
O=C(Cc1ccc(Cl)cc1)Nc1cc(S(=O)(=O)N2CCOCC2)ccc1N1CCCC1,0.6%,9.2%,?,?,-0.7%,-52.7%,-6.7%,24.1%,-10.0

# Molecules from the list above with a nitro group on carbon:
SMILES,KB-3-1 tox,SW480 rereplic,S2 tox,MCF10A rerep,HT1080-NT tox,HepG2 viability,ATXN2 expr inh,HT1080 IDH1KD tx,IL1B secr inh
CSc1ccccc1NC(=O)CN1CCN(S(=O)(=O)c2ccccc2[N+](=O)[O-])CC1,-22.2%,-6.6%,?,21.5%,3.3%,-18.1%,-7.4%,-1.4%,-13.2
Cc1cc(=O)oc2cc(NC(=O)c3cc([N+](=O)[O-])ccc3N3CCOCC3)ccc12,14.4%,-0.2%,i,-5.7%,12.0%,-28.7%,-19.5%,5.6%,-21.7

# Following part.
SMILES,KB-3-1 tox,SW480 rereplic,S2 tox,MCF10A rerep,HT1080-NT tox,HepG2 viability,ATXN2 expr inh,HT1080 IDH1KD tx,IL1B secr inh
CC(C)C(NC(=O)/C=C/c1cccc([N+](=O)[O-])c1)C(C)C,18.1%,-1.1%,?,?,0.1%,-0.2%,6.9%,5.9%,0.0
O=C(Nc1nc2ccc(F)cc2s1)c1ccc(N2CCCC2=O)cc1,0.0%,-2.9%,i,-0.1%,8.0%,4.7%,51.3%[activator],-0.8%,10.5
Cc1ccc(S(=O)(=O)N2C[C@H]3[C@H]4C(=O)N(C5CCCCC5)C(=O)[C@H]4CC(=O)[C@H]3[C@@H]2c2cccc3ccccc23)cc1,0.1%,.,?,.,?,-15.3%,2.8%,7.5%,-14.0
O=C1CCN(CCCN2CCC(=O)N(Cc3ccccc3)C2=S)C(=S)N1Cc1ccccc1,-2.9%,.,?,.,-15.0%,-27.6%,.,-15.3%,-12.8
COc1cc(NC(C)CCCN)c2ncccc2c1Oc1ccccc1 (stereo unspecified),-0.5%,?,i,?,?,-24.5%,-20.4%,?,-25.0
Cc1[nH]n(-c2ccccc2)c(=O)c1C1(C(F)(F)F)C(=O)N(c2ccc(F)cc2)C2=C1C(=O)CC(C)(C)C2 (stereo unspecified),-28.8%,-2.0%[9.22 µM],i,0.5%,-13.3%,1.9%,-3.8%,-2.8%,22.7
CC(=O)c1ccc(NC(=O)NC2CC(=O)N(c3ccc4c(c3)OCCO4)C2)cc1 (stereo unspecified),?,-452.0%,i,-0.4%,-25.9%,-0.2%,16.8%,-26.0%,12.4
COCCn1c(C)cc(C(=O)CSc2cc(C)c3ccc(OC)cc3n2)c1C,?,14.9%,i,?,-19.8%,-2.5%,45.3%[activator],-17.1%,6.2
COc1ccc(N2CCN(S(=O)(=O)c3ccc(-c4coc(C)n4)cc3)CC2)cc1,-0.9%,.,i,.,.,-9.4%,-0.8%,.,.
CSc1nc(C)cc(SCC(=O)N/N=C/c2ccccc2)n1,2.4%,14.9%,i,-0.4%,7.6%,16.1%,-0.7%,-0.6%,8.4
O=[N+]([O-])c1ccc(N=Nc2ncc[nH]2)cc1,?,?,1.26µM*,?,18.4µM*,-13.9%,.,6.51µM*,-109.6*
COc1ccc(CNC(=O)Nc2ccc3c(c2)c(=O)n(C)n3Cc2cccc(C(F)(F)F)c2)cc1,-17.4%,.,i,.,-17.2%,-3.2%,-16.6%,?,10.0

# Complete entries, looked up by structure.
# O=C1CCN(CCCN2CCC(=O)N(Cc3ccccc3)C2=S)C(=S)N1Cc1ccccc1 is listed as KB-3-1 tox = -2.9%; SW480 rereplic = .; S2 tox = ?; MCF10A rerep = .; HT1080-NT tox = -15.0%; HepG2 viability = -27.6%; ATXN2 expr inh = .; HT1080 IDH1KD tx = -15.3%; IL1B secr inh = -12.8
# CSc1nc(C)cc(SCC(=O)N/N=C/c2ccccc2)n1 is listed as KB-3-1 tox = 2.4%; SW480 rereplic = 14.9%; S2 tox = i; MCF10A rerep = -0.4%; HT1080-NT tox = 7.6%; HepG2 viability = 16.1%; ATXN2 expr inh = -0.7%; HT1080 IDH1KD tx = -0.6%; IL1B secr inh = 8.4
